# CHRM5 PAM: CHRM5 positive allosteric modulation; P08912; CHO-K1 hM5, Fluo-8 calcium, ACh EC20 PAM; 0% = ACh EC20, 100% = ACh EC100; activation, % at 3 µM; 0.3% of 360,000 active; AID 624038;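 active means activation above the run cutoff, the mean activation of all test compounds plus 3 SD, cut at about 18% in these data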
#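 System: CHO-K1 hM5 cells. Reagent: acetylcholine, EC20 level. Compound dosing: single dose, 3 µM nominal final test concentration. Timing: Post-acetylcholine fluorescence recording 140 s. Detection: Fluo-8 calcium fluorescence. Read-out: % activation, ACh-normalized. Benchmarks: ACh EC20 and EC100 wells. Repeats: singlicate, one well per test compound.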
# TAAR1 antag: human TAAR1 antagonism; CHO RD-HGA16 TAAR1, Fluo-8 calcium fluorescence, antagonist; inhibition, % at 3 µM; 1.5% of 360,000 active;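 active means inhibition above a per-plate cutoff, the mean inhibition of test compounds on that plate plus 3 SD, cut at about 49% in these data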;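 further: 0% = DMSO plus EC80 beta-PEA response and 100% = DMSO alone without agonist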
# Target sequence (Q96RJ0 whole entry, looked up): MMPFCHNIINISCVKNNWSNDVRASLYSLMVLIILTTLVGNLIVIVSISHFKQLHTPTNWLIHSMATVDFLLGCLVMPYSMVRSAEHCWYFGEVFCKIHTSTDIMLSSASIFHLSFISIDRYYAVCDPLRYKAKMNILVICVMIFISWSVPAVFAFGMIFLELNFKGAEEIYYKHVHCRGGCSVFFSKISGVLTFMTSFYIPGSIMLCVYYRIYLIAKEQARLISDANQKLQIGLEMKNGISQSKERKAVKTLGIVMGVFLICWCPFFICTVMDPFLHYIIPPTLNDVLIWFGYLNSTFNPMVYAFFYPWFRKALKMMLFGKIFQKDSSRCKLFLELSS
#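 System: CHO RD-HGA16 cells bearing hTAAR1. Reagent: EC80 β-phenethylamine stimulus. Schedule: seeding 17-24 h prior, 75-min 37 °C, 30-min RT dye loading. Signal: Fluo-8 intracellular calcium dye fluorescence, real-time kinetic reads. Read-out: % inhibition from peak post-agonist over basal fluorescence ratio. Benchmarks: vehicle wells and EC80 agonist wells. Replicates: n of 1.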
# TAAR1 ag: agonists of human TAAR1; Q96RJ0; CHO RD-HGA16 TAAR1, Fluo-8 calcium fluorescence; vehicle wells 0%, saturating PEA agonist 100%; activation, % at 3 µM; 0.99% of 360,000 active; AID 624467;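 active means activation above the mean activation of all test compounds in the run plus 3 SD, cut at about 38% in these data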
#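 Test system: RD-HGA16 (CHO) cells co-expressing Gα16 and hTAAR1 | Doses: Single dose, 3 µM | Schedule: 17-24 h seeding, 75 min 37 °C dye, 30 min RT | Evaluation: % activation from peak over basal fluorescence ratio, DMSO-to-PEA scaled | Technique: Kinetic Fluo-8 calcium fluorescence | Benchmarks: Low control DMSO, high control PEA (EC100)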
# CRFR2-BP ag: CRF-BP/CRF-R2 complex agonism; HEK293 CRF-R2/CRF-BP, calcium dye fluorescence (FLIPR); percent of saturating CRF peptide response; activation, % at 13.2 µM; 0.46% of 350,000 active;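 active means activation of at least 50%, plus an integration ratio under a set limit after plate pattern correction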;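 further: plate controls were neutral control wells without compound for no effect and CRF at EC100 for full effect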
# CRFR2-BP antag: CRF-BP/CRF-R2 complex antagonism; HEK293 CRF-R2/CRF-BP, CRF-induced calcium fluorescence; inhibition, % at 11.8 µM; 0.59% of 350,000 active; AID 588475;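 active means inhibition of the ligand-induced calcium signal above about 50% at the single tested concentration, limit read from the data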
# M5 antag: blocks acetylcholine activation of human M5 receptor; P08912; CHO-hM5 cells, Fluo-8 calcium fluorescence, ACh EC80; inhibition, % at 3 µM; 0.59% of 360,000 active; AID 624040;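 active means inhibition above a per-plate cutoff, the mean of that plate's test compounds plus 3 SD, cut at about 27% in these data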;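 further: 0% = acetylcholine EC80 with DMSO and 100% = DMSO without agonist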
# M5 ag: agonists of human muscarinic M5 receptor (CHRM5); CHO-K1 hM5 cells, Fluo-8 calcium fluorescence; 0% DMSO wells, 100% maximal acetylcholine response; activation, % at 3 µM; 0.19% of 360,000 active;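 active means activation above the run's mean over test compounds plus 3 SD, cut at about 23% in these data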;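 further: signal is peak over basal fluorescence ratio across the kinetic read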
# CHO-K1 Ca PAM: counter-screen for M1 PAMs: effect in parental CHO-K1 cells; ATP EC20, Fluo-8 calcium fluorescence; 0% at ATP EC20, 100% at ATP max; activation, % at 3 µM; 0.02% of 360,000 active;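 active means activation above the run cutoff, the mean activation of all test compounds plus 3 SD, cut at about 40% in these data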;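 further: peak over basal fluorescence ratio in a 140 s read after ATP addition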
# M4 PAM: CHRM4 positive allosteric modulation; P08173; CHO-K1 hM4/Gqi5, Fluo-8 calcium fluorescence, ACh EC20; 0% = ACh EC20, 100% = maximal ACh; activation, % at 3 µM; 0.4% of 360,000 active; AID 624126;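 active means activation above its plate's cutoff, the mean activation of sample wells plus 3 SD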; further: some results filed as inactive read as strong as hits
# Target sequence (P08173 whole entry, looked up): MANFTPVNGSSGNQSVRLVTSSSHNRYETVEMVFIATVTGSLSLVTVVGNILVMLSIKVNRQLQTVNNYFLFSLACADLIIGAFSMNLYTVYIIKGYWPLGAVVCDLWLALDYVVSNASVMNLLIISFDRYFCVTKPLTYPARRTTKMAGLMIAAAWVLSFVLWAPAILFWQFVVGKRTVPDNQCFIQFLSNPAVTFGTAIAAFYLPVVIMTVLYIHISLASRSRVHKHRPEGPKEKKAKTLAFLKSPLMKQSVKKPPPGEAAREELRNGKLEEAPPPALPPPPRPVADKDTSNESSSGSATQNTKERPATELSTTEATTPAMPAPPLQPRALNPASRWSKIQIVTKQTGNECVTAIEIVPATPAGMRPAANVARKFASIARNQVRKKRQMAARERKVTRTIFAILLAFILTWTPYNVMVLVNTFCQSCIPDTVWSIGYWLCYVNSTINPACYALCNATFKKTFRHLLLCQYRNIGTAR
# An asterisk follows results filed as active; · = not tested or not shown.
nr | mol | CHRM5 PAM | TAAR1 antag | TAAR1 ag | CRFR2-BP ag | CRFR2-BP antag | M5 antag | M5 ag | CHO-K1 Ca PAM | M4 PAM
1 | Cc1cccc(NC(=O)C2CCN(S(=O)(=O)c3ccc4c(c3)C(C)(C)C(=O)N4C)CC2)c1C | -5 | 3 | -1 | -1.9 | 3 | 1 | -1 | 15 | -7
2 | O=[N+]([O-])c1cccc(S(=O)(=O)N2CCCC2)c1 | 7 | 1 | 1 | 0.8 | -2 | -10 | -7 | 23 | -1
3 | O=C(Nc1ccccc1)c1ccc(-c2ccccc2)s1 | -8 | 39 | 38* | -1.0 | 7 | -11 | -1 | 19 | 7
4 | CCCSc1nc2c(c(=O)n1-c1ccc(OCC)cc1)SCC2 | 3 | -20 | 9 | -1.3 | 9 | -6 | -2 | -1 | -7
5 | CCOC(=O)N1CCN(S(=O)(=O)c2ccc(C(=O)Nc3nnc(C4CC4)o3)cc2)CC1 | 1 | 8 | 0 | -0.7 | 0 | 1 | -1 | 20 | 2
6 | Cc1ccc(C)c(-c2nnc(OCC(=O)Nc3cc(C)on3)c3ccccc23)c1 | 8 | -23 | 24 | -1.2 | 5 | -5 | 2 | 18 | 16*
7 | O=C1CC(Nc2ccc3ccccc3c2)C(=O)N1Cc1ccccc1 (centres undefined) | 2 | 7 | 7 | 0.2 | -15 | 2 | 0 | -4 | -7
8 | CN(C)c1cccc(C(=O)OCC(=O)c2ccc[nH]2)c1 | -2 | -16 | 4 | 1.8 | 11 | 2 | 1 | -7 | -1
9 | CCN1CCC2(CCN(Cc3cn[nH]c3-c3ccc(OC)c(F)c3)C2)C1 (centres undefined) | -1 | -1 | 4 | -1.2 | 15 | -12 | -5 | 10 | 16
10 | Cc1ccc(S(=O)(=O)N2CCOCC2)cc1NC(=O)COC(=O)c1cccc(Cl)c1Cl | -18 | 24 | 11 | -0.3 | -4 | 15 | 0 | -2 | -3
11 | CC(C)n1ncc2c(C(=O)Nc3ccc(S(N)(=O)=O)cc3)cc(C3CC3)nc21 | 0 | -4 | -1 | -0.8 | 13 | 12 | -5 | -18 | -2
12 | CCC(C)(C)c1ccc(Oc2ccc(N)cc2)cc1 | 11 | -13 | 2 | 3.5 | -19 | -9 | 6 | 6 | 17
13 | CC(=O)Nc1ccccc1-c1ccccc1[N+](=O)[O-] | -24 | 9 | 1 | -0.3 | 15 | 26 | 2 | 2 | -5
14 | Cc1cc(=O)[nH]c(SCc2cccc3cccnc23)n1 | 3 | -6 | 6 | -0.2 | -3 | -7 | 3 | -8 | 6
15 | CC(C)C1O/C(=N/C(=O)Nc2ccc(Cl)c(Cl)c2)NC1=O (centres undefined) | -15 | -28 | 31 | -0.2 | 22 | 21 | 5 | 7 | -15
16 | Cc1nnc2n1N=C(c1ccc(F)cc1F)CS2 | 4 | -10 | -2 | -0.8 | 6 | 11 | 2 | -4 | 7
17 | Cc1ccc(S(=O)(=O)N2CCN(S(=O)(=O)c3ccc(C)cc3)C2c2ccccc2)cc1 | -2 | -6 | 12 | 14 | 10 | -7 | -5 | 14 | -12
18 | CCc1ccc(NC(=O)CSc2nc(CSc3ccc(C)cc3)cc(=O)[nH]2)cc1 | 4 | -16 | -4 | -1.3 | 10 | 6 | -5 | 2 | -8
19 | COc1ccc(S(=O)(=O)N2CCOCC2)cc1NC(=O)c1ccccc1-c1ccc(C(F)(F)F)cc1 | 2 | 22 | -3 | -1.6 | 45 | -6 | -2 | -6 | 2
20 | Cc1ccccc1NC(=O)Cn1c(C)nc2ccc(N)cc2c1=O | 3 | -15 | 0 | -0.2 | -13 | -6 | -3 | 12 | -3
21 | CCc1ccc2c(CN3CCN(Cc4ccccc4)CC3)cc(=O)oc2c1 | -9 | -16 | 1 | 0.2 | -16 | 24 | -7 | 7 | -8
22 | C[C@]12CCC(=O)C=C1C=CC1C2CC[C@@]2(C)C1CC[C@@]21CCC(=O)O1 (some centres undefined) | 6 | -31 | 1 | -2.8 | 3 | 12 | -9 | 24 | -7
23 | CC1CCC2(CC1)NC(=O)N(CC(=O)N1CCOCC1)C2=O (centres undefined) | 4 | 4 | 1 | 1.0 | 5 | 6 | 4 | 14 | 3
24 | CC(=NNC(=S)N1CCN(c2ccccn2)CC1)c1ccccn1 | -9 | 36 | 5 | -3.2 | 15 | 8 | 4 | 2 | -6
25 | COc1ccc(C2N(c3ccc(Cl)cc3)N=C(C(C)=O)N(C)N2C(C)=O)cc1 (centres undefined) | 0 | -13 | -2 | -1.1 | 9 | 8 | -8 | 15 | -6
26 | COc1ccc(S(=O)(=O)N2CCN(c3cccc(C)c3C)CC2)cc1 | -6 | 13 | 0 | 3.4 | 17 | 6 | 1 | 5 | -6
27 | COc1ccc(C(=O)OC(C)CN2CCN(C)CC2)cc1 (centres undefined) | 4 | -7 | 0 | -0.4 | 10 | 5 | -7 | -8 | -5
28 | Cc1ccc(C(=O)N[C@H](C(=O)Nc2cc(Cl)cc(Cl)c2)C(C)C)cc1 | 3 | -7 | -1 | 0.4 | 0 | 1 | 0 | 25 | 6
29 | COc1ccc(NC(=O)CN2C(=O)c3ccccc3S2(=O)=O)cc1OC | 2 | -4 | 1 | 3.7 | 18 | 12 | -2 | 8 | 3
30 | CCOc1ccc(NC(=O)CSc2nc3ccsc3c(=O)n2Cc2ccc(C(=O)O)cc2)cc1 | -3 | -4 | 3 | -0.1 | 8 | 8 | 0 | -12 | -1
31 | COc1ccc(N(CC(=O)N2CCc3ccccc3C2)S(=O)(=O)c2ccccc2)cc1 | -5 | 5 | 17 | -1.0 | -14 | 4 | -1 | 1 | -2
32 | COc1ccccc1N1CCN(C2CCC(C)CC2)CC1 (centres undefined) | -1 | 7 | 0 | -1.6 | 20 | 11 | -18 | 18 | -4
33 | Nc1nnc(SCC(=O)NC2CCCc3ccccc32)s1 (centres undefined) | 0 | -31 | -2 | -0.7 | -4 | 3 | -2 | 12 | -4
34 | O=C(Cc1ccccc1)Nc1ccccc1Sc1ccccc1 | -7 | 22 | 10 | -1.2 | 27 | 4 | -4 | 19 | 3
35 | Cc1cc(C)n(CC(O)COCc2ccco2)n1 (centres undefined) | -2 | 31 | -1 | 0.4 | -7 | 2 | 0 | 12 | 6
36 | O=C(CSc1nnc2ccccn12)Nc1ccccc1[N+](=O)[O-] | 4 | 5 | 1 | -0.2 | 11 | -2 | -2 | 6 | 1
37 | c1ccc(OCCNc2ccn3nc(-c4ccc(OCCN5CCOCC5)cc4)cc3n2)cc1 | -8 | 61* | 20 | · | · | 9 | 4 | 22 | -8
38 | CCOC(=O)c1cnc(SCc2ccccc2)nc1N | -3 | -3 | 6 | 0.0 | 28 | 10 | -3 | 11 | 10
39 | C/C(CC(=O)NC(C)(C)C)=N\NC(=O)c1ccco1 | 0 | -13 | 4 | -2.9 | 9 | -2 | -1 | -11 | -2
40 | COc1ccc(N2CCN(S(=O)(=O)c3cc4c5c(c3)C(C)C(=O)N5CCC4)CC2)cc1 (centres undefined) | -7 | -27 | -1 | 0.0 | 0 | 15 | -1 | -10 | -1
41 | O=C(Nc1cccc2ccccc12)c1cnccn1 | -1 | -8 | 0 | 33 | -7 | -4 | -4 | 19 | 18
42 | Cc1ccc(/C=C(\NC(=O)c2ccccc2)C(=O)N2CCCC2C(=O)O)cc1 (centres undefined) | -8 | -11 | 2 | -0.9 | 12 | -8 | -2 | -1 | 0
43 | CCOC(CNC(=O)c1cc2c(=O)n(CC)c3ccccc3c2s1)OCC | 0 | 0 | 0 | -1.5 | -3 | 3 | -4 | 3 | 0
44 | CC(C)C1=CC(=Nc2ccc(S(N)(=O)=O)cc2)C=C(C(C)C)C1=O | 3 | -23 | 8 | -0.8 | 22 | 11 | -1 | 7 | -3
45 | Cc1cccc(C(=O)NCC(=O)N2CCN(S(=O)(=O)c3cc(C)ccc3C)CC2)c1 | -3 | 12 | 3 | -0.4 | 2 | -11 | -3 | 13 | 7
46 | Cc1ccc(/C=N/n2c(-c3ccccn3)n[nH]c2=S)o1 | -4 | -10 | 1 | -1.0 | -2 | 14 | 2 | 12 | 19
